# Source: PubChem BioAssay (The Scripps Research Institute Molecular Screening Center)
# DAX1 inh-1 – blocks DAX1 repression of SF-1 activated StAR promoter; HEK293T StAR-luciferase reporter, SF-1/DAX-1 repression relief; AID 652010; 1.1% of 370,000 active; inhibition, % at 6.8 µM;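 active means inhibition above the mean over all tested compounds plus 3 SD, cut at about 3.6% in these data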;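 further: 0% = DAX-1 cells with DMSO and 100% = cells lacking DAX-1 with DMSO; higher inhibition means more luminescence from relief of DAX-1 repression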
# PLC-gamma1 inh – PLC-gamma1 (human) inhibition, primary screen | purified PLC-gamma1, fluorogenic substrate, fluorescence | inhibition, % at 12.2 µM | 0.84% of 370,000 active; in the data active means inhibition above about 9.5%
# PLCb3 inh – PLC-beta3 (human) inhibition, primary screen | 0.18% of 370,000 active | Q01970 | inhibition, % at 12.2 µM | Purified PLC-beta3, fluorogenic substrate, fluorescence; in the data active means inhibition above about 11%;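 further: 0% = median of compound wells on plate and 100% = full blocker control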
# DAX1 inh-2 – inhibitors of human orphan nuclear receptor DAX1 (NR0B1); inhibition, % at 6.75 µM; AID 504766; 0.99% of 340,000 active; P51843; HEK293 Gal4-DAX1 luciferase reporter, luminescence;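 active means inhibition above the mean over all tested compounds plus 3 SD, cut at about 4.2% in these data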;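 further: 0% = DAX1-transfected cells with DMSO and 100% = empty-vector control cells with DMSO; inhibition shows as a rise in luminescence from relieved DAX1 repression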
# hgDAF12 agonist – agonists of H. glycines DAF-12 nuclear receptor; HEK293 GAL4-hgDAF12 UAS-luciferase reporter, agonist luminescence; normalized to butyrate control; activation, % at 6.8 µM; 1.8% of 370,000 active;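 active means activation above a cutoff set at the mean of all screened compounds plus 3 SD, cut at about 10% in these data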;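 further: 0% = DMSO wells and 100% = sodium butyrate wells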
# HGIII-sPLA2 inh – Blocks human group III sPLA2 activity | QFRET BODIPY PC-A2 liposome hydrolysis, fluorescence | 0.56% of 370,000 active | inhibition, % at 12.2 µM | Q9NZ20 | AID 743126;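 active means inhibition above mean plus 3 SD of compounds lying within the high and low control bounds, cut at about 19% in these data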;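 further: 0% = median of test compound wells and 100% = no enzyme DMSO wells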
# Target sequence (Q9NZ20 whole entry, looked up): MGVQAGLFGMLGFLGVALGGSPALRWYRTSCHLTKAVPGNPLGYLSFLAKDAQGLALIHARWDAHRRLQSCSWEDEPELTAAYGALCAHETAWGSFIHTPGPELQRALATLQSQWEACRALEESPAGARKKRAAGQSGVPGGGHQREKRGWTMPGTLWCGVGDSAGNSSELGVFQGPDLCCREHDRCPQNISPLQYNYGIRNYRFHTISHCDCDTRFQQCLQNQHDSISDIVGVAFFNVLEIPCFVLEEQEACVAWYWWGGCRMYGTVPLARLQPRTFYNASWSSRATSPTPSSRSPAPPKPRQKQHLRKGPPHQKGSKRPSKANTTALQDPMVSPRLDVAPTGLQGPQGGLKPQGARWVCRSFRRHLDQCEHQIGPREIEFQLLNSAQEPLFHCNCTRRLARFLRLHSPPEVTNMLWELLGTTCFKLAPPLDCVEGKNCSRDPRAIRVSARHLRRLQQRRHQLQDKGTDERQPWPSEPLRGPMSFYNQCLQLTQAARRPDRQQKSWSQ
# hcDAF-12 act – activates DAF-12 receptor from parasite H. contortus; activation, % at 6.8 µM; 1.4% of 370,000 active; AID 652067; HEK293 hcDAF-12 lit1-tk-luc reporter, luminescence; 0% DMSO, 100% Δ7-dafachronic acid;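 active means activation above the mean of all tested compounds plus 3 SD, cut at about 5.5% in these data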;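 further: 100% = response to 3 µM Δ7-dafachronic acid high control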
# ADAM17 inh – inhibitors of human ADAM17. recombinant ADAM17, EDANS/DABCYL FRET peptide cleavage. 0.83% of 370,000 active. P78536. inhibition, % at 6.95 µM. AID 720648;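 active means inhibition above the mean of compounds lying between control limits plus 3 SD, set per campaign, cut at about 8.5% in these data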;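 further: 0% = DMSO-only wells as the low control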
# ADAM10 inh – inhibitors of human ADAM10 | O14672 | recombinant ADAM10, EDANS/DABCYL FRET peptide cleavage, 3 h | inhibition, % at 7 µM | 0.62% of 370,000 active | AID 720582;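 active means inhibition above a per-campaign cutoff equal to the mean of compounds falling between control-based bounds plus 3 SD, cut at about 20% in these data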;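 further: 0% = DMSO wells while the 100% control is not disclosed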
# Target sequence (O14672 214-748 limits assumed): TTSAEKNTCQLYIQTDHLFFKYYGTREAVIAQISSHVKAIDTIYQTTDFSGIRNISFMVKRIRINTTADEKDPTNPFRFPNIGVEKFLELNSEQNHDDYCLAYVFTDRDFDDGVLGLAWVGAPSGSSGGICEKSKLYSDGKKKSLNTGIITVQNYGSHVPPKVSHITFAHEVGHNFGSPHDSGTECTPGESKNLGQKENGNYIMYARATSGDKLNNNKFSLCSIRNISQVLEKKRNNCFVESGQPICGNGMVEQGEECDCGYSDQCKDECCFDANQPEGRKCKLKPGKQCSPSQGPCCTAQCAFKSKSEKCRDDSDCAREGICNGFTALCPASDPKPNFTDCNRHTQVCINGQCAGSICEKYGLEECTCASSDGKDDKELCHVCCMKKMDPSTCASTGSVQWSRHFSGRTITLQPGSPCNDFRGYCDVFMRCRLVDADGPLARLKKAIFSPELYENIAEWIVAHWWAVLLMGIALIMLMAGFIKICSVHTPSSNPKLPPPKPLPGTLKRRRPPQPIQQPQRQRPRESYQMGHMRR
# GAA850 FXN act – frataxin GAA850 promoter activation. activation, % at 6 µM. 0.56% of 360,000 active. HEK293 lucGAA850 FXN promoter luciferase reporter, 24 h; percent of 10 µM SAHA response;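 active means activation above the average of all compounds screened plus 3 SD, cutoff fixed separately per campaign, cut at about 7.5% in these data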;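 further: 0% = DMSO wells and 100% = 10 µM SAHA wells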
# ssDAF-12 act – activates DAF-12 receptor from parasite S. stercoralis; HEK293 ssDAF-12/GRIP1 lit1-tk-luc reporter, luminescence; % of 3 µM dafachronic acid response; activation, % at 6.8 µM; 1% of 370,000 active; AID 652126;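 active means activation above the mean over all tested compounds plus 3 SD, cut at about 0.9% in these data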;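 further: 0% = DMSO-only wells and 100% = 3 µM delta7-dafachronic acid wells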
# Starred values were filed as active, the others as inactive; i = inactive; . = not tested or not shown; & = joins results of further samples. No enrichment for hits, and some 6.9% of all compounds hit somewhere here.
SMILES,DAX1 inh-1,PLC-gamma1 inh,PLCb3 inh,DAX1 inh-2,hgDAF12 agonist,HGIII-sPLA2 inh,hcDAF-12 act,ADAM17 inh,ADAM10 inh,GAA850 FXN act,ssDAF-12 act
CC1CCN(C(=O)CCc2nnc3ccc(NCCCN4CCCC4=O)nn23)CC1,0.1,-6,-5,0.5,-1.0,5,-1.4,-9,-20,-2.1,-0.8
COc1ccc(CN2C(=NC(=O)C3CCCO3)SC3CS(=O)(=O)CC32)cc1 (stereo not given),-0.4,-1,-7,1.0,0.1,8,0.2,-2,-4,-0.9,-1.3
CCOC(=O)c1ccc2c(c1)nc(SCC(=O)N1CCCCC1)n2CC,-0.4,4,2,-0.9,0.0,0,-0.2,1,-5,2.5,-1.5
Cc1cccc(OCC(O)CN2C(C)(C)CC(O)CC2(C)C)c1 (stereo not given),1.0,1,0,-0.7,4.2,3,-1.5,-3,3,-2.3,-0.8
CCc1sc(C(=O)N2CCc3cc(OC)c(OC)cc3C2CC(=O)O)cc1C (stereo not given),-3.2,-5,-16,1.5,-1.1,5,-2.2,-6,-21,1.7,-1.0
COc1cncc(-c2cnc3sc(NCCc4ccccn4)nn23)c1,-0.5,4,2,.,-0.5,10,-4.8,2,4,-5.9,-1.4
O=C(CN1CCN(S(=O)(=O)c2ccc(F)cc2)CC1)Nc1ccnn1C1CCCC1,-2.4,3,-9,-1.1,-1.9,7,-2.5,-4,5,-0.7,-1.0
Cc1ccc(-c2noc(CCCN3C(=O)c4ccccc4C3=O)n2)cc1,0.2,6,2,-1.1,2.5,1,0.0,0,4,3.5,-0.8
CC1CN(C(=O)COC(=O)c2cnc(Cl)c(Cl)c2)CC(C)O1 (stereo not given),-0.1,-1,4,-0.6,-0.9,-1,-1.1,0,-3,1.4,-0.9
COc1ccc(NC(=S)Nc2ccccc2C(F)(F)F)cc1,-0.3,3,-2,1.1,-1.4,6,-1.0,-4,-21,1.4,-1.0
COc1ccc(N2CCN(Cc3cc(=O)c(OCC(=O)Nc4ccccc4)co3)CC2)cc1,-0.8,2,-8,0.0,0.0,6,-0.6,-3,-6,0.1,-0.7
CCC(C)NC(=O)CN(c1ccc2c(c1)OCO2)S(=O)(=O)c1c(C)n[nH]c1C (stereo not given),0.1,-2,-6,3.7,-1.5,3,0.7,-3,-13,0.2,0.0
Cc1ccc(/C=N/NC(=S)NC2CCS(=O)(=O)C2)cc1 (stereo not given),-0.7,-1,1,-1.2,2.3,7,-0.9,-5,6,-1.6,-0.9
CC1CCC2(CC1)NC(=O)N(CC(=O)N1CCN(C(=O)c3cccs3)CC1)C2=O (stereo not given),1.1,-3,-4,-0.2,0.4,6,-0.6,-2,-5,1.0,-0.5
O=C(CCN1C(=O)/C(=C/c2ccc(F)cc2)SC1=S)Nc1cc([N+](=O)[O-])ccc1O,0.0,0,-2,0.6,-0.6,-1,-0.4,-3,0,0.0,-1.0
O=C(CN1C(=O)NC2(CCOc3ccccc32)C1=O)c1ccc(Cl)s1 (stereo not given),-2.8,3,-9,-0.3,-0.9,5,-0.4,-2,-15,1.0,-1.8
COCCN(C(=O)COC(=O)c1ccc(Br)o1)c1c(N)n(Cc2ccccc2)c(=O)[nH]c1=O,1.1,2,2,-0.6,-1.1,12,1.1,-5,-11,0.9,-1.1
c1cnc2c(c1)ccc1cccnc12,-1.2&-0.1,1&-1,2&-2,-3.5&-3.4,-9.4&-6.8,6&0,-2.3&-2.1,-3&-2,-7&1,-6.0&-9.9,-1.5&-1.0
Cc1ccc(S(=O)(=O)N2C[C@H]3C(=O)C[C@@H](c4ccccc4C)N(S(=O)(=O)c4ccc(C)cc4)[C@H]3C[C@H]2c2ccccc2)cc1,0.5,1,-1,.,-1.9,-3,-0.6,1,-15,.,-0.3
Cc1ccc(S(=O)(=O)Oc2ccc(C)cc2/C=N/N=C2\NC(=O)C(C)S2)cc1 (stereo not given),0.7,-2,-5,1.2,6.6,-23,1.9,-2,3,2.0,-0.8
O=C(CS(=O)(=O)c1ccccc1)Nc1nnc(-c2cccs2)o1,-0.6,0,-12,-0.8,3.3,2,0.6,-4,-9,1.7,-0.1
N=C(N)SCc1ccc(O)c([N+](=O)[O-])c1,0.1,0,-4,0.3,1.5,2,-1.4,-2,4,2.2,-1.5
COc1ccc(OC)c2sc(NC(=O)c3ccc(S(=O)(=O)N(C)C)cc3)nc12,-0.9,4,7,0.2,-3.8,-15,0.6,-1,5,0.3,-1.9
CCC12CN3CCN(CC(C3)/C1=N\NC(=O)c1ccc(Cl)cc1)C2,-0.2,-4,0,0.3,-1.0,-1,-1.0,0,3,-0.2,-1.3
CCS(=O)(=O)N1CCN(S(=O)(=O)c2ccc(Cl)s2)CC1,-0.4,1,-8,-0.5,0.5,4,-1.3,-5,-12,-0.9,-0.9
CCCCS(=O)(=O)N1CCCC(C(=O)Oc2ccccc2OC)C1 (stereo not given),0.4,3,-7,-0.6,-0.4,5,1.2,0,-5,1.5,-1.5
CCCCNC(=O)N1CCN(Cc2cccc(F)c2)CC1,-0.8,0,-1,-1.3,-3.0,9,-0.2,-2,-3,1.4,-1.1
CCCCNC(=O)N(O)C1N(/N=C/c2ccccc2O)C(=S)SC1(C)C (stereo not given),-0.2,-3,-11,1.3,0.8,5,-1.3,-3,0,14*,-1.2
COc1ccccc1-n1cnnc1SCC(=O)Nc1nc(C)c(Cl)cc1Cl,-0.7,2,1,0.9,-1.2,-9,-1.7,-3,-5,0.0,-1.7
COc1cc2ccccc2cc1C(=O)N1CC(C)CC(C)C1 (stereo not given),-1.1,-2,-10,-1.3,-0.8,-3,-1.4,-5,-15,1.5,-1.3
CC1(C(=O)NS(=O)(=O)c2ccc(C#N)cc2)CCN1C(=O)CCC1CCCC1 (stereo not given),0.4,-2,-1,.,3.2,1,-1.9,-5,-9,0.7,-1.3
CN(C(=O)COC(=O)COc1ccc2c(c1)CCC2)c1c(N)n(Cc2ccccc2)c(=O)[nH]c1=O,0.7,2,-7,0.4,2.0,1,-2.8,0,-11,-0.9,-0.9
CCCc1nc2oc3c(NCc4ccccn4)ncnc3c2c2c1COC(C)(C)C2,-0.8,3,3,-0.8,-0.5,6,-1.7,-2,-12,1.9,-0.8
COc1cc(CO)cc(Br)c1OCC(=O)O,0.2,0,5,-0.4,-0.8,2,-0.4,-2,-5,-1.5,-0.9
O=C(COC(=O)c1ccccc1O)NCC1COc2ccccc2O1 (stereo not given),0.7,1,-9,-0.3,0.3,-19,-0.3,7,4,0.7,-0.8
CC(Sc1ccccc1)C(=O)N1CCN(S(=O)(=O)c2ccccc2F)CC1 (stereo not given),-1.4,5,0,0.1,-3.0,-7,0.7,2,4,-0.9,-1.0
CCOc1ccc(/C=N/NC(=O)c2ccoc2C)cc1OC,2.8,1,-5,1.3,9.4,-1,1.1,-3,-6,2.7,-0.5
CC(=O)Nc1ccc(S(=O)(=O)Nc2ccccc2C(=O)N2CCCCCC2)cc1,-0.6,3,-5,1.4,-1.2,1,-2.3,-2,-1,-0.2,-1.2
Cc1cc(C)cc(C(=O)N2CCN=C2SCc2ccc([N+](=O)[O-])cc2)c1,0.6,5,7,-0.6,-1.0,-2,-1.2,1,11,0.6,-1.1
CCc1ccc(NC(=O)NCC2CCN(c3ccc(OC)cc3)C2)cc1 (stereo not given),0.2,-2,-6,2.4,2.7,12,-1.3,3,3,0.5,-1.1
CCNC(=O)OCC12CC3CC(CC(C3)C1)C2,0.6,4,4,1.5,-0.1,-6,-1.6,2,4,3.0,-1.2
CC[C@@H](C)[C@H](NC(=O)Cc1c(C)c2c(cc(C)c3c(C)coc32)oc1=O)C(=O)O,0.1,i,i,0.1,2.3,-11,0.8,-430,i,1.9,-0.9
CCc1sc2nc(SCC(=O)Nc3cc(C)on3)n(-c3cccc(OC)c3)c(=O)c2c1C,-0.1,3,1,0.0,2.2,2,-1.6,-7,0,-2.2,-1.0
COC(=O)C1=C(C)N(c2ccc(OC)c(OC)c2)C(=O)C1,-0.2,-1,1,0.6,1.4,-6,0.1,-1,-1,-4.4,-0.7
O=C(CSc1nc2c(cnn2-c2ccc(F)cc2)c(=O)[nH]1)N1CCCc2ccccc21,0.5,2,3,1.0,0.9,-5,-0.1,-1,-2,2.3,-1.0
COc1cc(/C=C/c2onc(C)c2[N+](=O)[O-])cc(OC)c1OC,0.1,-2,-7,3.8,1.1,0,-0.2,-5,-4,1.5,-1.4
CCOC1=C2[C@@H](CN(S(=O)(=O)c3ccc(C)cc3)[C@H]2c2ccccc2F)[C@H]2C(=O)N(CC)C(=O)[C@H]2C1,0.4,-19,-33,.,0.7,-43,0.4,4,-5,.,-1.1
CCOC(=O)C1(Cc2cccc(OC)c2)CCCN(C(=O)c2cc(C)oc2C)C1 (stereo not given),0.1,0,-9,0.0,4.7,-9,-1.0,2,0,0.2,-1.0
Cc1ccc(S(=O)(=O)N2CCn3cccc3C2C)cc1 (stereo not given),-0.2,-9,-16,2.2,2.3,-2,-2.2,-5,-27,3.4,-1.4
CCCCN(C(=O)CN1C(=O)C2CCCCC2C1=O)c1c(N)n(CCCC)c(=O)[nH]c1=O (stereo not given),-0.2,0,-2,-0.8,1.6,-4,1.8,-3,-1,0.2,-1.1
Cc1ccc2nc3n(c(=O)c2c1)-c1ccc(Cl)cc1C(=O)NC3CC(C)C (stereo not given),-0.3,1,-5,.,1.0,8,0.0,-5,-19,.,-1.1
N#C/C(=N\Nc1cccc(Cl)c1)C(=O)c1ccccc1,-0.6,3,0,0.7,1.5,-76,-0.8,8,20*,0.7,-0.9
CC(C)c1ccc(NC(=O)CCNC(=O)N2CC(=O)Nc3ccccc32)cc1,3.9*,1,-8,0.0,-0.5,-2,-0.8,-7,-7,-0.6,-1.0
CC(C)CN(CC(C)C)C(=O)CN1C(=O)NC2(CCCc3ccccc32)C1=O (stereo not given),-0.5,4,3,4.1,-0.7,0,0.3,-1,1,2.6,-0.9
Fc1ccccc1/C=N/Nc1nc(N2CCCCC2)nc(N2CCCCC2)n1,0.2,-1,-1,0.4,-2.1,-2,-2.1,2,-1,-0.2,-1.0
COC(=O)[C@]12C[C@H](CC(=O)NCCCCc3ccccc3)C(=O)N(CCC3=CCCCC3)C1=C[C@H](C(C)(C)C)O[C@@H]2C,-0.1,-2,0,.,2.6,-2,-1.2,-4,-9,.,-0.6
